Screening data from PubChem BioAssay.
ABCB6 inh 2 – inhibitors of human ABC transporter ABCB6. Q9NP58. fluorescence ratio to DMSO, % at 10 µM. K562-ABCB6 porphyrin accumulation, flow cytometry, 1 h; active compounds read low. actives 0.19% (n = 360,000);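 active = fluorescence ratio to DMSO below 75%, the collection mean minus 3 SD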;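 note: signal is porphyrin accumulated inside mitochondria; 100% equals median channel fluorescence of DMSO control wells; lower ratio means ABCB6 inhibition with less porphyrin fluorescence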
Target sequence (Q9NP58 whole entry, looked up): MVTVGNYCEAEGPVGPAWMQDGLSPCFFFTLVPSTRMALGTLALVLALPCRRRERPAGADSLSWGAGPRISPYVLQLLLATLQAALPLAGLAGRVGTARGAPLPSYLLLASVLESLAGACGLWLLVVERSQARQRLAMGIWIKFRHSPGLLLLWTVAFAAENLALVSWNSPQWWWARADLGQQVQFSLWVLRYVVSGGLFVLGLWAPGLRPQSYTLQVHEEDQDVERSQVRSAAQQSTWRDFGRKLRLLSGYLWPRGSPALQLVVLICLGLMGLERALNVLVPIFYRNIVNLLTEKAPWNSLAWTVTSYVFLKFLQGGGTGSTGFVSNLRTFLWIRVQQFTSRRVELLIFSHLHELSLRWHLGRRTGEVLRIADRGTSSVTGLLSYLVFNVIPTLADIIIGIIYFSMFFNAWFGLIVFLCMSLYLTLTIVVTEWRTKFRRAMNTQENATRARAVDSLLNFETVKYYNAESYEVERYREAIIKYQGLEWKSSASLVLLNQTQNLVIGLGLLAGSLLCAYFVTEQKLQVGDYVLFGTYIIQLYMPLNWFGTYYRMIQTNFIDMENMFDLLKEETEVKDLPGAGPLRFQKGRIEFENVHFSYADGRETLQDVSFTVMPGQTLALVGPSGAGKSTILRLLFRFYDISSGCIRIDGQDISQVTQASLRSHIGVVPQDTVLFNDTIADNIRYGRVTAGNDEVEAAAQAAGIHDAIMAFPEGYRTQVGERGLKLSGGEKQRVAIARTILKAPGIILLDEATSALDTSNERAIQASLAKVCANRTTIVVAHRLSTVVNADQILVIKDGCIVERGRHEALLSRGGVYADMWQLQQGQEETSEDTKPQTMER
H9c2 protect – myocardial damage modulation in H9c2 cells | H9c2 cardiomyocytes, H2O2 injury protection, ATPLite, 2 h | protection from H2O2 cell death, % at 20 µM | actives 0.63% (n = 360,000) | AID 588492;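 active = compounds giving at least 50% protection of heart cells from peroxide-induced death in the single-dose screen, raw or plate-pattern-corrected value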;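 note: 0% = DMSO wells with peroxide and 100% = DMSO wells without peroxide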
Vif imaging – blocks HIV Vif function | HEK293T cells, Vif self-association by quenched fluorescence, imaging, 24 h | inhibition, % at 7.49 µM | actives 0.35% (n = 340,000) | AID 602346; in the data active = inhibition above about 50%, passing the limit was not always enough; note: some results filed as inactive read as strong as hits
PDI inh – blocks human protein disulfide isomerase activity; P07237; PDI insulin aggregation turbidity, A650, 90 min; inhibition, % at 10 µM; actives 0.052% (n = 350,000); AID 588391;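 active = mean inhibition across replicates of 30% or more, whatever share of single replicates reach that level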;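 note: absorbance from insulin aggregation driven by PDI reduction with DTT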
MC4R antagonist – antagonists of human melanocortin 4 receptor (MC4R); actives 0.48% (n = 360,000); AID 540295; MC4R-expressing cells, MTII-stimulated cAMP, LANCE TR-FRET; P32245; inhibition, % at 6.5 µM;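 active = inhibition above its plate's cutoff, the mean of tested wells on that plate plus 3 SD, cut at about 29% in these data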;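 note: 0% = Melanotan II alone and 100% = Melanotan II plus saturating MCL0020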
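material = U2OS cells stably expressing human melanocortin 4 receptor (MC4R) | also added = Melanotan II challenge | dosing = single nominal compound dose of 6.5 µM | detection = TR-FRET with Eu-cAMP and labeled anti-cAMP, 671 nm | replication = singlicate | timing = compound 30 min, challenge 1 h, detection 1 h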
CaV13 ICDI inh – Disruptors of the CACNA1D IQ motif to Ca2+-dependent inactivation inhibitor domain association, primary screening, Förster resonance energy transfer in intact living …. actives 0.098% (n = 340,000). inhibition, % at 12.3 µM. HEK cells, CFP/YFP FRET ICDI-IQ, plate reader, 10 min; percent FRET-ratio fall versus neutral wells;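 active = mean replicate inhibition of at least 30% and at least 1% of replicates passing that level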;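 note: 0% = median of the neutral control wells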
aDG glyco act – alpha-DG glycosylation activation; Pro5-aDG cells, alpha-DG glycosylation AlphaScreen (IIH6); 0% Pro5, 100% B10-LARGE cell signal; activation, % at 10 µM; actives 0.22% (n = 360,000);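 active = activation of at least 8% versus controls, or a plate z-score of at least 8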;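 note: Pro5 are CHO cells carrying HIG-tagged alpha-DG that lacks glycosylation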
MC4R barr agon – human MC4R agonism via beta-arrestin; P32245; U2OS MC4R beta-arrestin complementation, luminescence; percent of melanotan II response, DMSO zero; activation, % at 8.9 µM; actives 0.98% (n = 360,000); AID 540308;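 active = activation above a per-plate cutoff, the mean activation of sample wells on that plate plus 3 SD, cut at about 8% in these data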
Glyco luc inh – N-linked glycosylation inhibition; AID 588692; D54 ERlucT glycosylation luciferase reporter, 24 h; percent of 100 nM tunicamycin response; actives 0.23% (n = 360,000); reporter increase, % at 12.5 µM;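 active = mean luciferase reporter signal, scaled so untreated is 0 and the glycosylation-blocking control 100, at or above a set limit in every replicate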;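 note: luciferase carries N-glycosylation sites so blocking glycosylation raises the light; 0% = median of neutral control wells and 100% = median of 100 nM tunicamycin wells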
HTR2A ag – activates the mouse 5-HT2A serotonin receptor; P35363; CHO-K1 mHTR2A beta-arrestin complementation, luminescence; percent of 30 µM serotonin response; activation, % at 7.6 µM; actives 0.66% (n = 360,000);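 active = activation above a run cutoff, the mean activation of all tested compounds plus 3 SD, cut at about 14% in these data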;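 note: 0% = plate median of compound wells and 100% = 30 µM serotonin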
An asterisk follows results filed as active; . = not tested or not shown. The order is random. Share with any hit: about 3.6%.

SMILES | ABCB6 inh 2 | H9c2 protect | Vif imaging | PDI inh | MC4R antagonist | CaV13 ICDI inh | aDG glyco act | MC4R barr agon | Glyco luc inh | HTR2A ag
CCCC(=O)NCCCc1nc2ccccc2n1CCC | 95 | -2 | 18 | 10 | 5 | -8 | 0.1 | 0.4 | 0 | 3
COc1cccc(CNC(=O)CN(C)S(=O)(=O)c2ccc3c(c2)CC(C)N3C(C)=O)c1 (stereo not drawn) | 98 | 2 | -1 | -4 | -5 | -2 | -0.1 | -0.9 | 2 | -1
COc1ccccc1NS(=O)(=O)c1ccc(C(=O)NCC(c2ccccc2OC)N(C)C)cc1 (stereo not drawn) | 98 | 5 | 7 | -4 | 5 | -3 | 0.0 | -1.6 | -4 | -1
CCOC(=O)c1cnc(-n2nc(C)cc2C)[nH]c1=O | 101 | 6 | 0 | -1 | 0 | -2 | -0.2 | -1.0 | 0 | -2
O=C(CSc1nnc(COc2ccc(Cl)cc2)o1)Nc1ccc(N2CCOCC2)cc1 | 99 | -5 | 2 | 0 | 7 | -6 | 0.1 | 0.2 | 1 | 3
O=C(NC1CCCCCC1)C(=S)NCCc1ccccc1 | 92 | -7 | 1 | -2 | 9 | 0 | 0.0 | -2.4 | 0 | -3
Cc1ccc(-n2c(SCC(=O)N3CCOCC3)nnc2-c2cccnc2)cc1 | 96 | 4 | -1 | 5 | 4 | -3 | 0.1 | -1.1 | 1 | 4
CC(=O)Nc1ccc(C(=O)N/N=C/C2CC3C=CC2C3)cc1 (stereo not drawn) | 99 | -8 | 4 | 8 | 15 | -4 | -0.3 | -2.6 | 1 | -5
O=C(O)CN1C(=O)C2C3CC(C2C1=O)C1C(c2ccc(F)cc2)c2sc(=O)[nH]c2SC31 (stereo not drawn) | 102 | -2 | -4 | 9 | 4 | -21 | 0.1 | -1.6 | 1 | -2
Cc1ccccc1-n1c(-c2ccncc2)n[nH]c1=S | 98 | -6 | 6 | -5 | 6 | . | -0.1 | 0.6 | 1 | 5
N/C(=N\OC(=O)c1cc(-c2ccccc2)nc2ccccc12)c1cccnc1 | 79 | -2 | 3 | 1 | 0 | -3 | -0.2 | -0.3 | -1 | 3
O=C(CC(c1ccccc1)c1cc(Br)ccc1O)N1CCCCC1 (stereo not drawn) | 95 | -5 | -8 | 2 | 9 | -1 | 0.1 | -0.5 | -5 | 3
CCOc1ccc(OCCC(=O)N(CCCOC)c2c(N)n(Cc3ccccc3)c(=O)[nH]c2=O)cc1 | 100 | 0 | 9 | 4 | 1 | -6 | -0.1 | 0.5 | -3 | 8
CC(=O)c1cccc(NC(=O)C2CCN(S(=O)(=O)c3cccs3)CC2)c1 | 100 | 10 | 3 | -1 | 13 | -5 | 0.0 | -0.2 | 0 | 2
C=CCn1c(SCC(=O)Nc2ccc3c(c2)OCO3)nc2ccccc2c1=O | 101 | 12 | 4 | -6 | 7 | -5 | 0.1 | -1.3 | 1 | -3
COc1ccc(N2C(=O)CN(Cc3cc(OC)c(OC)c(OC)c3)C2=S)cc1 | 95 | 5 | -3 | 3 | 15 | -3 | 0.2 | 0.7 | 1 | -1
COc1cc(S(=O)(=O)NCc2ccccc2Cl)ccc1-n1cnnn1 | 94 | -3 | 4 | -3 | 5 | -3 | 0.2 | -0.6 | -1 | -2
COC(=O)c1cccnc1-n1c(=O)c2cccnc2n(Cc2ccc([N+](=O)[O-])cc2)c1=O | 95 | 8 | -2 | 21 | -1 | -2 | 0.0 | -1.3 | 3 | -2
COC(=O)C1ON2OC(C(=O)OC)C(C(=O)OC)C2C1CC(C)=O (stereo not drawn) | 98 | 5 | -3 | 1 | -4 | -10 | -0.2 | 1.1 | 0 | 2
CCCCn1c(N)nc2ccccc21 | 94 | -3 | -3 | 5 | -5 | . | 0.2 | -1.5 | 0 | -1

Part of the list above in order of SMILES length, low to high.
SMILES | ABCB6 inh 2 | H9c2 protect | Vif imaging | PDI inh | MC4R antagonist | CaV13 ICDI inh | aDG glyco act | MC4R barr agon | Glyco luc inh | HTR2A ag
COc1cc(S(=O)(=O)NCc2ccccc2Cl)ccc1-n1cnnn1 | 94 | -3 | 4 | -3 | 5 | -3 | 0.2 | -0.6 | -1 | -2
Cc1ccc(-n2c(SCC(=O)N3CCOCC3)nnc2-c2cccnc2)cc1 | 96 | 4 | -1 | 5 | 4 | -3 | 0.1 | -1.1 | 1 | 4
COc1ccccc1NS(=O)(=O)c1ccc(C(=O)NCC(c2ccccc2OC)N(C)C)cc1 (stereo not drawn) | 98 | 5 | 7 | -4 | 5 | -3 | 0.0 | -1.6 | -4 | -1

(more compounds)
SMILES | ABCB6 inh 2 | H9c2 protect | Vif imaging | PDI inh | MC4R antagonist | CaV13 ICDI inh | aDG glyco act | MC4R barr agon | Glyco luc inh | HTR2A ag
Cc1ccc(N(CC(=O)NCC(O)c2ccccc2)S(=O)(=O)c2ccc(C)cc2)cc1 (stereo not drawn) | 94 | -1 | 2 | -17 | 13 | -5 | -0.1 | -0.8 | -2 | -5
CCOc1ccc(/C=N/NC(=O)c2ccc(F)cc2)cc1CN1CC2CC(C1)c1cccc(=O)n1C2 (stereo not drawn) | 103 | 4 | -1 | . | 14 | . | 0.0 | -0.3 | -3 | 1
O=C(NNS(=O)(=O)c1ccc(F)cc1)c1ccccc1 | 85 | -1 | 0 | 1 | 0 | -4 | -0.1 | -0.3 | -1 | 4
CN(c1ccccc1)S(=O)(=O)c1ccc(C(=O)NNC(=O)c2ccccc2F)cc1 | 99 | 5 | -7 | -4 | 15 | -1 | -0.4 | -0.8 | -1 | 0
COc1ccccc1N1CCN(C(=O)CCC(=O)Nc2nnc(C(C)C)s2)CC1 | 93 | 6 | -3 | -8 | 17 | -2 | 0.0 | -1.9 | 0 | 7
O=C(c1ccc(-n2cncn2)c([N+](=O)[O-])c1)N1CCN(S(=O)(=O)c2c(F)cccc2F)CC1 | 95 | -2 | 3 | -1 | -2 | -5 | 0.6 | -3.5 | -2 | 16*
Cc1nc2c(C#N)cnn2c2c1CCN(Cc1ccccc1)N2C | 100 | 6 | -1 | 4 | 19 | -6 | 0.1 | 3.0 | 0 | 3
COc1ccc(NC(=O)CCc2nnc3ccc(NCc4ccc5c(c4)OCO5)nn23)cc1 | 98 | 4 | 4 | -5 | 5 | -2 | -0.3 | 0.3 | 3 | -7
N/C(COc1ccc(Cl)cc1Cl)=N\NS(=O)(=O)c1ccccc1 | 92 | 6 | 0 | -3 | 1 | -4 | 0.1 | 0.2 | 1 | 5
CCOC(=O)[C@H]1[C@H]2COc3ccc(Br)cc3[C@H]2N2C(=O)CNC(=O)[C@@]12C | 100 | -3 | -4 | 5 | -1 | -10 | 0.3 | -0.2 | 2 | 3
O=C(c1c(F)cccc1F)N1CCC(n2nnc3cc(C(F)(F)F)ccc32)CC1 | 96 | -9 | 5 | 0 | 31* | . | -0.2 | -0.1 | 2 | 2
COc1ccccc1/C=C/C=NC1C(=O)N(c2ccccc2)[N+](C)=C1C (stereo not drawn) | 104 | 8 | 0 | -2 | -9 | -4 | 0.0 | -1.7 | -2 | 2
COc1ccc(S(=O)(=O)NC(=O)C2(C)CCN2C(=O)CC2CC2)cc1 (stereo not drawn) | 104 | -3 | -11 | 7 | 20 | -12 | -0.3 | -0.2 | 1 | 5
NC(=S)N/N=C/c1cccc(Br)c1 | 94 | 0 | 13 | 2 | -8 | -4 | 0.0 | -2.6 | 4 | -3
COc1ccc(NS(=O)(=O)c2ccc(N/N=C(\C)c3ccncc3)c([N+](=O)[O-])c2)cc1 | 82 | -14 | -11 | 11 | 18 | -3 | 2.1 | -2.9 | -7 | 4
COc1cc(S(=O)(=O)n2cnc(C)c2)ccc1Cl | 101 | 4 | 1 | 2 | 15 | -4 | 1.7 | 1.2 | 0 | 5
CC1(C(=O)NS(=O)(=O)c2ccc(Cl)cc2)CCN1C(=O)Cc1ccsc1 (stereo not drawn) | 104 | -4 | -6 | -14 | 3 | -4 | 0.0 | -0.2 | 0 | 3
Cc1cc(C(=O)c2cnc(/N=C/N(C)C)s2)cc(C)c1O | 112 | 6 | 14 | 5 | 1 | -4 | 0.0 | -1.2 | 4 | 1
CSc1nc(-c2ccccc2)nn1C(=O)c1ccccc1 | 91 | 27 | 5 | 1 | 6 | -2 | -0.2 | -0.7 | 2 | 2
CCC(C)C(=O)Nn1c(C2CC2)nc2cc(OC)c(OC)cc2c1=O (stereo not drawn) | 98 | 3 | 125* | -5 | -2 | -4 | -0.1 | -2.4 | 1 | 6
CC(=O)NCCNc1nc2cc(-c3cscc3C)sc2c(=O)n1C | 96 | 6 | . | -2 | 3 | -9 | 0.5 | -1.1 | 0 | -1
Cc1c(NC(=O)c2nn3c(c2Br)NC(c2ccccc2)CC3C(F)(F)F)c(=O)n(-c2ccccc2)n1C (stereo not drawn) | 97 | 2 | -5 | 24 | 1 | -5 | 0.0 | -0.2 | 0 | -1
CCOc1ccc(CN2CCC(=O)NC2=O)cc1 | 95 | 3 | -2 | 5 | 10 | -6 | 0.0 | -3.2 | 3 | -3
C[C@H](CO)N1C[C@H](C)[C@@H](CN(C)S(=O)(=O)c2cccs2)Oc2c(NS(=O)(=O)c3cn(C)cn3)cccc2C1=O | 97 | 0 | . | 8 | -2 | -6 | 0.2 | 1.6 | 0 | -4
Cc1cccc(N(C(=O)c2snc(C(N)=O)c2N)C(C(=O)NC2CCCC2)c2ccc(C)o2)c1 (stereo not drawn) | 98 | 2 | 3 | -2 | 10 | -3 | -0.1 | 3.4 | -7 | 1

Among those listed so far, seven have fluorine.
SMILES | ABCB6 inh 2 | H9c2 protect | Vif imaging | PDI inh | MC4R antagonist | CaV13 ICDI inh | aDG glyco act | MC4R barr agon | Glyco luc inh | HTR2A ag
O=C(O)CN1C(=O)C2C3CC(C2C1=O)C1C(c2ccc(F)cc2)c2sc(=O)[nH]c2SC31 (stereo not drawn) | 102 | -2 | -4 | 9 | 4 | -21 | 0.1 | -1.6 | 1 | -2
CCOc1ccc(/C=N/NC(=O)c2ccc(F)cc2)cc1CN1CC2CC(C1)c1cccc(=O)n1C2 (stereo not drawn) | 103 | 4 | -1 | . | 14 | . | 0.0 | -0.3 | -3 | 1
O=C(NNS(=O)(=O)c1ccc(F)cc1)c1ccccc1 | 85 | -1 | 0 | 1 | 0 | -4 | -0.1 | -0.3 | -1 | 4
CN(c1ccccc1)S(=O)(=O)c1ccc(C(=O)NNC(=O)c2ccccc2F)cc1 | 99 | 5 | -7 | -4 | 15 | -1 | -0.4 | -0.8 | -1 | 0
O=C(c1ccc(-n2cncn2)c([N+](=O)[O-])c1)N1CCN(S(=O)(=O)c2c(F)cccc2F)CC1 | 95 | -2 | 3 | -1 | -2 | -5 | 0.6 | -3.5 | -2 | 16*
O=C(c1c(F)cccc1F)N1CCC(n2nnc3cc(C(F)(F)F)ccc32)CC1 | 96 | -9 | 5 | 0 | 31* | . | -0.2 | -0.1 | 2 | 2
Cc1c(NC(=O)c2nn3c(c2Br)NC(c2ccccc2)CC3C(F)(F)F)c(=O)n(-c2ccccc2)n1C (stereo not drawn) | 97 | 2 | -5 | 24 | 1 | -5 | 0.0 | -0.2 | 0 | -1
